High-throughput results deposited in PubChem BioAssay by several laboratories.
LMPTP block: blocks human LMPTP phosphatase; 360,000 tested, 0.22% active; P24666; inhibition, % at 20 µM; recombinant LMPTP-A, OMFP fluorogenic substrate, fluorescence intensity;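 active = compounds that cut the enzyme signal by at least half of the control window in the single-dose screen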;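 note: plate controls were DMSO wells with enzyme plus substrate for no effect and substrate without enzyme for full effect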
Target sequence (P24666 whole entry, looked up): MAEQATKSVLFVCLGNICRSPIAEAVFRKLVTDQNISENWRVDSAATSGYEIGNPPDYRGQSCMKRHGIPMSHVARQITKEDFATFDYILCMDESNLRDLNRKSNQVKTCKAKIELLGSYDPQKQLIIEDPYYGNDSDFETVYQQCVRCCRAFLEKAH
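Test system: LMPTP-A phosphatase enzyme; input: 0.625 nM LMPTP-A final; reagent: OMFP substrate, 400 µM final; compound dosing: 20 µM single dose, 3% DMSO; incubation: 50 min dark incubation at room temperature; measured by: endpoint fluorescence intensity from OMFP dephosphorylation; measure: % inhibition relative to no-enzyme and uninhibited control wells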
DNMT1 block: blocks human DNA methyltransferase DNMT1. 360,000 tested, 0.83% active. AID 588458. DNMT1 molecular beacon, Hinp1I cleavage, fluorescence. inhibition (reported as % activation of signal), % at 10 µM. P26358; in the data active = inhibition above about 50%
STEP block: blocks human striatal-enriched tyrosine phosphatase; recombinant STEP, OMFP fluorogenic substrate, fluorescence; inhibition, % at 20 µM; 360,000 tested, 0.25% active; AID 588621;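 active = inhibition at 20 µM, scaled per plate between control wells, above about 37%, limit read from the data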;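 note: 0% = DMSO with enzyme and substrate and 100% = substrate only without enzyme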
Target sequence (P54829 whole entry, looked up): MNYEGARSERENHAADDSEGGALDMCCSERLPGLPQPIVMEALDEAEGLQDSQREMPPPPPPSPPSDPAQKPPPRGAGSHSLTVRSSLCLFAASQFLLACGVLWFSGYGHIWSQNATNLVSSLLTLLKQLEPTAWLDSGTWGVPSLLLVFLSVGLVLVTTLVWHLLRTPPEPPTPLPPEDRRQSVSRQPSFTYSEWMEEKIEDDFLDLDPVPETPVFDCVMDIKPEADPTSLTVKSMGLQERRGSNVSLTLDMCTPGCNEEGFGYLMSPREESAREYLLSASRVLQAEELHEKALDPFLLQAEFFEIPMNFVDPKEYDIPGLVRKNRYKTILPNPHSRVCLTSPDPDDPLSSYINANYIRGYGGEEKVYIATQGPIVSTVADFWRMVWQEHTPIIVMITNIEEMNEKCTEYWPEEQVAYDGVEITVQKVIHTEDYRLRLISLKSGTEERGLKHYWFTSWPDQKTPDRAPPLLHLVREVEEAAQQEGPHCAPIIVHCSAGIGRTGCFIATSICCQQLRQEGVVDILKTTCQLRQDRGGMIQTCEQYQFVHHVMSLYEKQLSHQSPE
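material = STEP tyrosine phosphatase | reagent = fluorogenic phosphatase substrate OMFP at 25 µM final | doses = single compound dose of 20 µM, 1% DMSO final | schedule = 20 min reaction, room temperature, in the dark | measured by = fluorescence, 480/540 nm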
NadD block: inhibitors of Staphylococcus aureus NadD. purified NadD enzyme, colorimetric absorbance read-out. inhibition, % at 20 µM. 360,000 tested, 0.78% active. AID 602399; in the data active = inhibition above about 26%; note: some compounds past the cut are filed as inactive
Scp1 inh: blocks human Scp-1 phosphatase activity; inhibition, % at 20 µM; Q9GZU7; Recombinant Scp1, phosphopeptide, malachite green phosphate absorbance; 340,000 tested, 0.88% active;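 active = inhibition above about 50% at 20 µM, limit read from the data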;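 note: plate controls were DMSO wells with enzyme for no effect and wells lacking enzyme for full effect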
Target sequence (Q9GZU7 76-261 limits assumed): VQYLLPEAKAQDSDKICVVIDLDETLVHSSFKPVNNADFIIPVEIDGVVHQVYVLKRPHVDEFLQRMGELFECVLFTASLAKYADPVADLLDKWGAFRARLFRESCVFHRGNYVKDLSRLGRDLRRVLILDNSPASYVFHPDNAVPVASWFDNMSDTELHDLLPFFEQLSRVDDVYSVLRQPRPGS
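Test system: SCP-1 phosphatase catalytic domain, residues 76-261 | Compound dosing: One concentration, 20 µM, with 1.0% DMSO | Schedule: 45 min room-temperature reaction, 5 min colour, 30 min stabiliser | Detection: Absorbance at 630 nm | Read-out basis: % inhibition of SCP-1 phosphate liberation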
SUMO1 PPI mod: SUMO1-SIM interaction modulation. P63165. SUMO1 binding to a labelled peptide, TR-FRET, 1 h. AID 602429. 360,000 tested, 0.33% active. inhibition, % at 20 µM; in the data active = inhibition above about 37%
CSN deneddyl inh: inhibitors of human CSN-mediated cullin deneddylation | Purified CSN, SCF-Nedd8-OG deneddylation, fluorescence polarization | inhibition, % at 12.5 µM | 360,000 tested, 0.38% active;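 active = pattern-corrected inhibition above about 35%, with an unprinted fluorescence ratio check between 0.5 and 1.5, limit read from the data, passing the limit was not always enough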;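 note: 0% = enzyme with substrate and 100% = substrate without enzyme; some results filed as inactive read as strong as hits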
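Detection – fluorescence polarization · System – HEK293T-derived human Csn5 enzyme · Controls – substrate-only high control, full reaction low control · Timing – 90 min, room temperature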
Rpn11 inh: blocks the human proteasome subunit Rpn11 | 360,000 tested, 0.59% active | human 26S proteasome, Ub4-pepOG fluorescence polarization; 20S core pre-blocked with epoxomicin | calls only at 20 µM | O00487 | AID 588493;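 active = inhibition at 20 µM, scaled to each plate's controls, above about 33%, limit read from the data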
Rin1-Abl PPI inh: blocks binding of human Rin1 to Abl; P00519+Q13671; TR-FRET Rin1/Abl binding, biochemical; inhibition, % at 7.35 µM; 360,000 tested, 0.4% active; in the data active = inhibition above about 5%, passing the limit was not always enough
Neddylation inh: blocks human cullin neddylation | P61081+Q13564 | TR-FRET cullin neddylation, biochemical | calls only at 25 µM | 360,000 tested, 0.58% active | AID 651699; in the data active = inhibition above about 36%
* marks the source's active call; other numbers are inactive results; i = inactive; . = no result given; & = joins results of further samples; ! = repeats disagree.

LMPTP block,DNMT1 block,STEP block,NadD block,Scp1 inh,SUMO1 PPI mod,CSN deneddyl inh,Rpn11 inh,Rin1-Abl PPI inh,Neddylation inh,SMILES
-0.4,0,0,-2,-5,4,-7,i,-1,i,Cc1ccccc1CSCC(=O)N1CCN(c2ccccc2)CC1
-0.8,1,-3,-1,-9,7,4,i,-3,i,COCc1cc(C)nc(OCC(=O)N/N=C/c2ccccc2O)c1C#N
2.6,-11,1,-2,-9,-32,2,i,2,i,Cc1cc(Cl)ccc1OCC(=O)N1CCCN(C(=O)COc2ccc(Cl)cc2C)CC1
0.9,0,1,2,-8,4,-3,i,1,i,COc1cccc(CNC(=O)C2CCN(S(=O)(=O)c3ccc(-n4cnnn4)cc3)CC2)c1
0.9,0,-2,6,0,2,0,i,0,i,c1ccc2ccccc2c1
1.2,-1,-1,0,-2,-4,0,i,2,i,O=C(CCCc1ccncc1)c1ccccc1
-1.2,1,4,-3,44,1,-1,i,0,i,COC(=O)c1ccccc1NC(=S)N1CCN(C2CCCCC2)CC1
0.2,-1,-1,2,-4,3,0,i,2,i,CCC(C)(C)NC(=O)C(c1ccc(OC)cc1)N(CC1CCCO1)C(=O)CCC(=O)Nc1cc(C)on1 (stereo not drawn)
-1.8,0,2,-5,-7,-7,-1,i,0,i,CN(Cc1ccccc1)C(=O)CN(C)S(=O)(=O)c1ccc(F)cc1
5.0,1,-2,0,-4,5,1,i,3,i,COCCn1c(SCC(=O)N2CCCC(C)C2)nnc1-c1ccco1 (stereo not drawn)

Next part
LMPTP block,DNMT1 block,STEP block,NadD block,Scp1 inh,SUMO1 PPI mod,CSN deneddyl inh,Rpn11 inh,Rin1-Abl PPI inh,Neddylation inh,SMILES
-0.6,3,-1,0,-1,-3,-2,i,-3,i,COc1ccc(S(=O)(=O)N2CCN(C(=O)CNC(=O)c3ccc4c(c3)OCO4)CC2)cc1
-1.2,2,0,-4,-5,1,-8,i,3,i,CC(C)c1ccc(OCC(=O)NCc2n[nH]c(=O)c3ccccc23)cc1
-1.2,-2,1,-1,4,6,2,i,3,i,Cc1ccccc1Nc1nc(N)nc(CSc2nnnn2C)n1
-2.6,0,2,-5,-3,2,0,i,2,i,CCOc1ccc(NC(=O)N2CCN(CC)CC2)cc1
2.5,-5,-1,10,-2,-2,1,i,4,i,Cc1ccc(/C=N/NC(=O)c2nnn(-c3nonc3N)c2CSc2ccc(Cl)cc2)o1
2.8,-10,-4,3,-3,21,0,i,0,i,COc1ccc(-c2c(C)nc(N)nc2-c2ccc(OC)cc2O)cc1
0.8,0,2,-4,5,-1,2,i,2,i,COc1cccc(N2CCN(S(=O)(=O)c3cccc4cccnc34)CC2)c1
-0.2,10,3,2,-5,-1,-2,i,6,.,CCc1ccc2oc(C(=O)Nc3ccc(S(N)(=O)=O)cc3)c(C)c2c1
3.6,-16,-1,-2,-4,8,4,i,2,i,COc1cc(/C=N/Nc2nc(Nc3ccccc3)nc(-n3nc(C)cc3C)n2)cc(OC)c1OC
5.9&2.7,-6&-6,2&2,39*!,-5&-8,-8&-11,-1&4,i,1&2,i,COc1ccc(C2Nc3ccccc3C(=O)N2Cc2ccco2)cc1CN1C(=O)c2ccccc2C1=O (stereo not drawn)

Additional compounds
LMPTP block,DNMT1 block,STEP block,NadD block,Scp1 inh,SUMO1 PPI mod,CSN deneddyl inh,Rpn11 inh,Rin1-Abl PPI inh,Neddylation inh,SMILES
2.5,-8,-2,1,2,6,-2,i,1,i,COc1ccc(C(CCN2CCN(c3ccccc3)CC2)c2c(O)cc(OC)cc2OC)cc1 (stereo not drawn)
-1.1,0,3,-7,-5,-2,-7,i,1,i,Cc1cc(C)n(C(=O)CCCn2nc(C)c([N+](=O)[O-])c2C)n1
-1.4,8,1,2,1,-2,1,i,-3,i,CC(C)CN(C(=O)Cn1nnc(-c2ccc(F)cc2)n1)C1CCS(=O)(=O)C1 (stereo not drawn)
-0.2,1,0,1,1,2,0,i,5,i,CC(Nc1nc2ncn(Cc3ccccc3)c2c(=O)[nH]1)C(=O)O (stereo not drawn)
1.4,6,0,-7,.,0,2,i,1,i,Cc1c(C(=O)NCc2cccc(Cl)c2)sc(=O)n1Cc1ccc(F)cc1
-3.0,-11,0,1,.,-10,-3,i,-2,i,CC(C)C(N)c1csc(NC(=O)Nc2ccc(OC(F)(F)F)cc2)n1 (stereo not drawn)
1.3,-1,0,5,9,3,7,i,-1,i,O=C(Nc1cccc(S(=O)(=O)N2CCOCC2)c1)c1c2c(nc3ccccc13)CCC2
-0.8,-1,-2,0,-2,1,1,i,-1,i,COc1ccc(NS(=O)(=O)c2cccc(C(=O)N/N=C/c3cccs3)c2)cc1
-2.3,0,-2,5,-11,3,1,i,-2,i,Cc1ccc(S(=O)(=O)N2CCN(c3ccccn3)CC2)cc1
-1.1,6,1,-1,.,2,-3,i,-1,i,C[C@H](CO)N1C[C@H](C)[C@@H](CN(C)Cc2cccc(C(=O)O)c2)OCc2cnnn2CCCC1=O

The list goes on.
LMPTP block,DNMT1 block,STEP block,NadD block,Scp1 inh,SUMO1 PPI mod,CSN deneddyl inh,Rpn11 inh,Rin1-Abl PPI inh,Neddylation inh,SMILES
-1.3,2,2,-4,15,-3,2,i,2,i,CCN1CC(CN(C)Cc2nc(-c3ccc(C(F)(F)F)cc3)no2)CC1=O (stereo not drawn)
-0.5,4,3,-4,-2,-2,6,i,1,i,CN(C(=O)c1ccccc1C(=O)OCC(=O)c1ccc(F)cc1)c1ccccc1
0.9,4,1,1,0,-1,-1,i,0,i,CC(=O)c1cc(C(=O)Nc2ccc(C(=O)O)cc2)oc1C
-1.4,3,-2,1,-9,2,-3,i,1,i,CC(=O)N(c1cccc(C)c1)C1SC(=O)N(c2ccccc2)C1=O (stereo not drawn)
0.8,-7,0,-6,-11,0,2,i,1,i,CN(Cc1nc(-c2ccccn2)no1)S(=O)(=O)c1ccc(Cl)cc1
-1.9,1,0,3,-7,4,3,i,-3,i,Cc1nnc(NCc2ccccc2)c2ccccc12
0.1,0,-1,-3,-5,-1,-5,i,-1,i,c1ccc2c(c1)CC(N1CCCCC1)c1ccccc1S2 (stereo not drawn)
3.9,-10,2,11,8,3,8,i,4,i,C/C(=N\Nc1ccc(S(=O)(=O)N2CCCCC2)cn1)c1cccc(Br)c1
2.1,1,-3,-5,-15,0,4,i,-2,i,CC(OC(=O)c1ccc(O)cc1)C(=O)Nc1cc(C(F)(F)F)ccc1Cl (stereo not drawn)
-1.1,0,0,-5,-3,-1,-1,i,2,i,CC(=O)c1cccc(N(CC(=O)NCCc2ccccc2)C(=O)c2csnn2)c1

More structures.
LMPTP block,DNMT1 block,STEP block,NadD block,Scp1 inh,SUMO1 PPI mod,CSN deneddyl inh,Rpn11 inh,Rin1-Abl PPI inh,Neddylation inh,SMILES
0.0,2,-2,-3,-8,-9,-2,i,2,i,Cc1ccn2c(=O)c(NC(=O)c3cccc4ccccc34)c(C)nc2c1
-0.9,3,0,2,0,-1,-2,i,5,i,CCOC(=O)c1c(C)[nH]c(C)c1S(=O)(=O)N1CCOCC1
-1.6,2,-1,-1,-1,1,7,i,-2,i,CNc1nc(C)c(C#N)cc1C(C)=O
0.1,1,-2,6,-10,2,-2,i,0,i,Nn1c(SCc2ccccc2)nnc1-c1ccco1
1.0,-5,-1,-3,1,3,5,i,-1,i,Cc1cc(C)c2cc(CN(Cc3ccco3)C(=S)NCC3CCCO3)c(=O)[nH]c2c1 (stereo not drawn)
-0.9,0,1,-9,-5,1,6,i,2,i,COC(=O)c1ccc(N2CCN(C)CC2)c(NC(=O)c2ccc(Br)o2)c1
1.2,11,1,11,1,4,-9,i,0,i,CCCC[n+]1c(-c2ccc(Cl)cc2Cl)csc1Nc1ccccc1
-0.8,-1,0,1,-1,-2,2,i,0,i,COc1ccc(NC(=O)c2cccc(S(=O)(=O)N3CCOCC3)c2)cc1
1.2,17,-1,0,-8,0,5,i,1,i,COc1cc(OC)cc(OC(=O)C2CCN(S(=O)(=O)c3ccc(OC)c(OC)c3)CC2)c1
0.4,0,-4,2,-7,0,-1,i,0,i,CCOC(=O)C1=C(C)N(CC)C(=S)NC1c1ccc(Cl)cc1 (stereo not drawn)

(listing goes on)
LMPTP block,DNMT1 block,STEP block,NadD block,Scp1 inh,SUMO1 PPI mod,CSN deneddyl inh,Rpn11 inh,Rin1-Abl PPI inh,Neddylation inh,SMILES
1.5,54*,3,-5,-6,-12,27,.,1,i,NC(=O)CC(NC(=O)Cc1ccc(Br)cc1)c1ccc(NC2CCCC2)c([N+](=O)[O-])c1 (stereo not drawn)
-1.1,-2,1,-1,-9,4,1,i,3,i,COc1ccc(NC(=O)Cn2nc(Cc3cccnc3)c3ccccc3c2=O)cc1OC
0.3,5,2,-6,6,-1,1,i,-2,i,COc1cc(OC)cc(-n2nnnc2SCC(=O)Nc2ccc(C(C)=O)cc2)c1
1.8,-52,-1,22,-5,-3,6,i,-3,i,COc1ccccc1Nc1nc(-c2c(C)[nH]c3ccccc23)cs1
0.1,-1,0,3,0,-4,2,i,3,i,COc1ccccc1[N+](=O)[O-]
0.5,-1,0,-2,-2,5,4,i,-6,i,CC(=O)c1cccc(NC(=O)Cn2c(=O)oc3cc(S(=O)(=O)N4CCCC4)ccc32)c1
0.2,-3,1,1,-4,6,2,i,3,i,COc1ccc(CNC(=O)[C@H](CCSC)NC(=O)N2CCn3c2nc2ccccc23)cc1
